Screening data: PubChem, several laboratories
West Nile virus CPE: West Nile virus antiviral activity, cell-based, CPE readout (AID 1621) | West Nile virus-infected cells, CPE inhibition; higher % means a stronger effect | hit rate 0.02% among 290,000 | CPE inhibition, % at 10 µM, or IC50 in µM where a hit was titrated; in the data active = a potency from the dose series; inconclusive = CPE inhibition mostly from about 3.7% at the one dose, without a potency; inactive = the rest, 99 in 100 with CPE inhibition below about 2.2%; also: strong numbers were not always called active
NOD1 NF-kB reporter: NOD1 signaling inhibitors, primary screen, cell-based, luminescence, uHTS (AID 1578). NOD1-driven NF-kB luciferase reporter cells, luminescence; higher % means a stronger effect. inhibition, % at 4 µM, or EC50 in µM where a hit was titrated. hit rate 1% among 290,000; in the data active = inhibition mostly above about 36%, no sharp cut-off; inactive = mostly below about 34%;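 also: HEK-293T reporter cells stimulated with the NOD1 agonist gamma-tri-DAP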
NS5 inhibitors: flavivirus cap methylation enzyme inhibition – biochemical, confirmation dose response, primary screen (AID 588689); Dengue-2 NS5 methyltransferase capping enzyme assay, biochemical; higher % means a stronger effect; one-dose inhibition, % at 25 µM; IC50 in µM for titrated hits; hit rate 0.3% among 340,000; in the data active = a potency from the dose series; inconclusive = inhibition above about 29% without an active follow-up result
HIV peptide binding: cell-free HIV fusion peptide-binding blockers – biochemical, uHTS, fluorescence dequenching, primary screen (AID 1986); cell-free peptide binding, fluorescence dequenching, 30 min; higher % means a stronger effect; one-dose inhibition, % at 20 µM; IC50 in µM for titrated hits; hit rate 0.3% among 290,000; in the data active = inhibition mostly above about 52%, no sharp cut-off; inactive = mostly below about 76%; also: some results filed as inactive read as strong as hits
Yfh1-off respiration: mitochondrial function rescue without frataxin homolog – Friedreich's ataxia, plus single-dose screen, dose response (AID 1465); S. cerevisiae Yfh1-off respiration, WST-1 reduction, 72 h; higher fold induction means a stronger effect; one-dose fold induction at 50 µM; EC50 in µM for titrated hits; hit rate 0.074% among 220,000;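 active = fold induction of absorbance versus untreated yeast above a set limit, then at least 30% activation at any dose in follow-up; inconclusive = repeats straddling the limit, or above it without dose testing; inactive = fold induction below the set limit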;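 also: activators that raise dye reduction in frataxin-depleted yeast; strong numbers were not always called active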
KOR beta-arrestin-1: KOR agonists, beta-arrestin recruitment, primary screen, cell-based, luminescence, uHTS (AID 1777); activation, % at 10 µM; hits with a dose series show EC50 in µM; hit rate 0.02% among 280,000; KOR beta-arrestin recruitment, luminescence; higher % means a stronger effect; in the data active = activation above about 50%, passing the limit was not always enough; also: a part of the inactive calls stands beside numbers as strong as those of hits
KOR beta-arrestin-2: KOR antagonists, beta-arrestin recruitment, cell-based, luminescence, uHTS (AID 1778); inhibition, % at 10 µM; hits with a dose series show IC50 in µM; hit rate 0.091% among 290,000; KOR beta-arrestin recruitment, luminescence, antagonist mode; higher % means a stronger effect; also: strong numbers were not always called active
AID2073: inhibitors of Mint1-CaV2.2 protein interaction, biochemical, HTRF (AID 2073); HTRF protein-protein interaction, Mint1-CaV2.2; higher % means a stronger effect; inhibition, % at 20 µM; hits with a dose series show IC50 in µM; hit rate 0.19% among 290,000; in the data active = inhibition mostly above about 51%, no sharp cut-off; inconclusive = no clear call, values can overlap the other calls; inactive = mostly below about 53%; also: some results filed as inactive read as strong as hits
HEK293 NOD2/NF-kB: NOD2 signaling inhibitors, cell-based, luminescence, uHTS, HEK293 (AID 1566); HEK293 NOD2/NF-kB luciferase reporter, luminescence; higher % means a stronger effect; one-dose inhibition, % at 4 µM; EC50 in µM for titrated hits; hit rate 0.63% among 290,000; also: many of its hits are not listed in these tables
NS5 inhibitors pilot replicate: second read-out of NS5 inhibitors, no call of its own (marks repeat the call); inhibition, %; measured here: pilot screen replicate inhibition
Starred values were filed as active, the others as inactive; i = inactive; ? = inconclusive; / = no result given; [ ] = dose if it differs, or a comment. Rule as the data show it, unless noted: active = inhibition above about 50%; inactive = the rest. A portion of the library (hit frequency here may not be typical).

SMILES	West Nile virus CPE	NOD1 NF-kB reporter	NS5 inhibitors	HIV peptide binding	Yfh1-off respiration	KOR beta-arrestin-1	KOR beta-arrestin-2	AID2073	HEK293 NOD2/NF-kB	others
CC(C)CCNC(=O)NC(=O)CSc1nnc(-c2ccccc2F)n1N	-1.1%	2%	-6%	-1.5%	i	-5.2%	-25%	-4%	8%
COc1cc(C2NC(=O)NC(C)=C2C(=O)OC2CCC(C)CC2)ccc1O (configuration not stated)	-1.6%	25%	-5%	-0.7%	/	3.8%	-2%	5%	9%
O=C(COC(=O)Cc1ccc(S(=O)(=O)N2CCOCC2)s1)NCc1ccccc1	0.4%	17%	-12%	-0.8%	i	-0.5%	-8%	6%	12%
O=c1[nH]c(-c2ccco2)nc2sc3c(c12)CCCC3	-0.5%	-37%	-4%	2.4%	i	14%	-7%	1%	-73%
O=C(N/N=C/c1ccc([N+](=O)[O-])cc1)c1cccc2cc[nH]c12	0.6%	-20%	-2%	-3.0%	i	2.5%	19%	13%	2%
Cc1ccc(C(=O)n2nnc3ccccc32)cc1[N+](=O)[O-]	0.1%	23%	-7%	-1.2%	i	-2.2%	-18%	5%	5%
COc1ccccc1NS(=O)(=O)c1cc(NC(=O)Nc2ccccc2)ccc1N1CCCCC1	-1.8%	18%	-2%	-0.4%	i	0.8%	-28%	13%	-12%
CC(C)(C)OC(=O)N1CCC[C@H]1C(=O)N/N=C/c1cccc2cccnc12	0.9%	-4%	-5%	-1.5%	i	/	-20%	-2%	-2%
CCS(=O)CCSc1nc2ccccc2s1 (configuration not stated)	-0.8%	-10%	-11%	-0.7%	i	1.1%	0%	-32%	-15%
CCCC/C(O)=C/c1nc2ccccc2[nH]c1=O	0.3%	-17%	3%	-0.4%	i	-0.5%	10%	0%	-10%
CCN1CCN(CCCNC(=O)c2ccc(NC(=O)C3=C(C)OCCS3)cc2)CC1	0.0%	-22%	3%	-0.6%	/	-1.3%	9%	0%	2%
Cc1cc(C)cc(C(=O)N2CCN=C2SCc2ccc([N+](=O)[O-])cc2)c1	-1.1%	41%	-4%	1.3%	i	-1.6%	1%	-3%	-12%

Continued; the last three above are carried over.
SMILES	West Nile virus CPE	NOD1 NF-kB reporter	NS5 inhibitors	HIV peptide binding	Yfh1-off respiration	KOR beta-arrestin-1	KOR beta-arrestin-2	AID2073	HEK293 NOD2/NF-kB	others
CCCC/C(O)=C/c1nc2ccccc2[nH]c1=O	0.3%	-17%	3%	-0.4%	i	-0.5%	10%	0%	-10%
CCN1CCN(CCCNC(=O)c2ccc(NC(=O)C3=C(C)OCCS3)cc2)CC1	0.0%	-22%	3%	-0.6%	/	-1.3%	9%	0%	2%
Cc1cc(C)cc(C(=O)N2CCN=C2SCc2ccc([N+](=O)[O-])cc2)c1	-1.1%	41%	-4%	1.3%	i	-1.6%	1%	-3%	-12%
COc1ccccc1OCCNC(=O)c1cc([N+](=O)[O-])cc([N+](=O)[O-])c1	-0.9%	-59%	-10%	-2.1%	i	-1.7%	-17%	-1%	14%
CCO/C(C)=N/n1c2nc3ccccc3nc2c2c(=O)n(CC(C)C)c(C)nc21	-0.3%	13%	1%	-2.0%	/	4.2%	-15%	12%	11%
CCCC(=O)Nc1ccc(-c2ccc(NC(=O)CCC)cc2)cc1	-0.3%	-14%	-9%	-1.7%	i	2.7%	-27%	-8%	12%
CC(=O)N1CCC2(CC1)CC(=O)c1cc(OCC(=O)NCc3ccco3)ccc1O2	0.2%	-14%	-7%	-0.8%	i	0.1%	20%	15%	8%
CN(c1ccc(C(=O)NCCc2ccccc2)cc1)S(C)(=O)=O	1.2%	-30%	-1%	2.0%	i	-3.4%	-1%	-4%	-54%
CN(C)n1cccc1/C=C(\C#N)S(=O)(=O)c1cccc(Cl)c1	0.1%	-12%	/	-1.0%	i	3.0%	10%	-3%	18%
COc1ccccc1N1CCN(C(=O)CSc2nnc(NC(=O)c3ccco3)s2)CC1	0.2%	-43%	-7%	-1.5%	i	1.1%	-13%	-2%	7%
CCN(Cc1ccccc1)C(=O)c1c(-c2ccccc2Cl)noc1C	-1.7%	-6%	-2%	1.0%	/	-3.3%	-41%[20 µM]	8%	8%	NS5 inhibitors pilot replicate=0.9
COC(=O)c1cccc(NC(=O)CSc2nc(C)cc(=O)[nH]2)c1	0.0%	18%	-5%	8.9%	i	12%	-52%	5%	-15%	NS5 inhibitors pilot replicate=-2.4
CCNC(=S)NNC(=O)c1ccncc1	0.0%	-24%	-3%	-0.2%	i	2.1%	-2%	-12%	10%
O=C(CCc1nnc(-c2ccccc2)o1)NCC1CCN(C2CCCC2)CC1	-0.3%	-9%	-2%	5.2%	i	-1.6%	-9%	-7%	8%
CC(C)Oc1ccc(C(CC(=O)O)NC(=O)Cc2ccc(Cl)cc2)cc1 (configuration not stated)	0.3%	7%	-2%	0.5%	/	-5.6%	-3%	12%	17%
CCN(CCNc1ccc(Cl)cc1[N+](=O)[O-])C(=O)c1cc([N+](=O)[O-])c(N(C)C)cc1OC	?	-16%	-2%	-0.7%	i	-4.3%	-13%	2%	12%
CC(Oc1ccccc1)C(=O)NN1Cc2ccccc2C1=N (configuration not stated)	-0.3%	10%	-6%	0.1%	i	12%	-38%	1%	6%
O=C(N/N=C\c1ccc(O)c([N+](=O)[O-])c1)C1COc2ccccc2O1 (configuration not stated)	0.0%	-7%	-2%	-0.6%	i	/	8%	-3%	7%
CCC(C)(C)NC(=O)C(c1cccc(OC)c1)N(C(=O)CNC(=O)c1cccs1)c1cccnc1 (configuration not stated)	-0.9%	-18%	-7%	2.0%	/	1.0%	-11%	-6%	4%
N/C(=N\c1nc(CSc2ccc(Cl)cc2)cc(=O)[nH]1)Nc1cccc2ccccc12	/	-35%	-3%	-2.3%	/	-2.2%	1%	6%	17%
O=[N+]([O-])c1cccc(/C=N\N=C2c3ccccc3-c3ccccc32)c1O	-0.5%	/	-1%	-0.8%	i	11%	-43%	8%	/
Cc1ccn(CC(=O)N2CCCC(N3CCN(c4ccccc4F)CC3)C2)n1 (configuration not stated)	0.1%	-6%	-6%	5.2%	/	-3.2%	12%	-3%	0%
CCCN(CCC)c1ccc(/C=C/c2ccc3cc(OCC)ccc3n2)cc1	0.1%	-2%	-16%	23%	i	0.6%	49%	28%	12%
O=C(NC1CCCCC1)C1CCN(c2nnnn2-c2ccccc2)CC1	0.5%	11%	-5%	3.3%	i	-4.6%	-21%	1%	6%
Cc1ccc(-c2cc(-c3ccco3)c(C#N)c(=O)[nH]2)cc1	-0.1%	-2%	?	68%	i	3.1%	6%	32%	-23%
Cc1cc(C(=O)NC2CC2)c2ccccc2n1	-0.7%	-39%	-5%	0.8%	i	3.9%	-1%	12%	-6%
CC(c1ccccc1)C(CC(=O)O)C(=O)Nc1ccc(Cl)c(Cl)c1 (configuration not stated)	0.6%	10%	-2%	2.7%	/	-0.4%	-59%[20 µM]	50%	19%	NS5 inhibitors pilot replicate=-6.7
Cc1cc(=O)[nH]c2c(C)c(N)ccc12	0.0%	-13%	-8%	2.9%	i	3.8%	-37%	9%	3%	NS5 inhibitors pilot replicate=0.8
O=C(NC1CCCCC1)C1CCC(=O)N(C2CC2)C1 (configuration not stated)	0.6%	-18%	-6%	-0.2%	/	-1.7%	15%	8%	-4%
O=C(NCCCNCc1ccccc1)c1ccncc1	-0.2%	12%	-2%	-2.8%	i	-2.1%	7%	-5%	4%
COCCNC(=O)c1c[nH]c2ccc(S(=O)(=O)N3CCC4(CC3)OCCO4)cc2c1=O	0.0%	3%	5%	-0.5%	i	-2.9%	27%	8%	17%
C=CCn1c(SCC(=O)Nc2nnc(C)s2)nnc1C1CC1	-0.1%	13%	-2%	-0.4%	/	10%	-34%	8%	10%
CN(C)/C(=N\S(=O)(=O)c1ccccc1)c1ccc(Cl)cc1	-0.5%	4%	1%	-1.1%	/	-5.2%	-1%	8%	19%
COc1ccc(OCC(=O)Nc2ccc(NC(=O)c3ccco3)cc2)cc1	0.0%	3%	-4%	-2.3%	i	/	-10%	3%	14%
COc1ccccc1N1CCN(Cc2nnnn2CCc2ccccc2)CC1	-0.4%	-22%	-10%	-1.2%	i	-0.2%	18%	-9%	-4%
CCCCC#Cc1ccc2c(c1)COc1c3ccccc3nn1-2	-0.7%	-1%	-7%	-0.6%	i	4.0%	19%	-15%	-102%
CCC(C)NS(=O)(=O)c1ccc(F)c(C(=O)Nc2c(F)cc(F)cc2Br)c1 (configuration not stated)	-1.0%	-13%	-3%	-0.7%	i	1.9%	-3%	36%	6%
C#CC1CN(Cc2ccccc2)CC(C#C)N1C (configuration not stated)	0.6%	-11%	-6%	1.7%	i	1.9%	-4%	-7%	-2%
O=C(Nc1ccc2nc3n(c(=O)c2c1)CCCC3)c1cccc([N+](=O)[O-])c1	-0.8%	-21%	1%	17%	i	-4.2%	30%	-3%	4%
COC(=O)C1CN(C(=O)C(C)Oc2ccccc2F)c2ccccc2O1 (configuration not stated)	0.5%	-4%	-7%	-2.1%	/	-1.5%	-14%	28%	4%
CCC(C(=O)N1CCOCC1)n1nc(C)c2sc3ccccc3c2c1=O (configuration not stated)	0.1%	-1%	-2%	-1.2%	/	-4.5%	-16%	12%	0%
C=C(C)c1cccc(C(C)(C)NC(=O)Nc2cccnc2)c1	-0.2%	23%	3%	3.0%	/	3.1%	-25%[20 µM]	8%	13%	NS5 inhibitors pilot replicate=-3.4
CC(C)CCc1noc(CN(C)CC2CCN(Cc3ccccc3)CC2)n1	0.5%	-14%	-2%	1.7%	i	-5.2%	-4%	14%	1%
COc1ccccc1-n1cnc2cc(NCc3ccccn3)ccc21	0.2%	-13%	-1%	-5.1%	i	1.8%	-28%	-30%	-37%
COc1ccc(N2CCN(CC(=O)Nc3ccc(SC(F)F)cc3)CC2)cc1	-1.8%	-26%	1%	-1.8%	i	-2.8%	37%	3%	-5%
O=C1c2ccccc2CCC1C(O)c1ccccn1 (configuration not stated)	-0.4%	-4%	2%	-0.6%	i	2.4%	5%	6%	-11%
CCOc1ccc2[nH]c(=O)c(C(c3nnnn3C3CCCCC3)N3CCN(C)CC3)cc2c1 (configuration not stated)	/	-22%	-1%	1.6%	/	-0.8%	-3%	-5%	12%
CC(C)CNC(=O)COC(=O)CCC(=O)c1cccs1	1.9%	-21%	-4%	2.0%	i	-0.3%	2%	-6%	3%
Cc1ccc(NC(=O)c2cc(-c3ccco3)on2)cc1C	1.8%	-84%	-13%	1.4%	i	4.7%	3%	6%	-68%
Cc1ccc(S(=O)(=O)N(CC(=O)Nc2ccccc2-c2ccccc2)c2ccc(C)cc2C)cc1	-1.5%	-13%	1%	1.5%	i	2.8%	34%	10%	-2%
CCc1nnc2sc(-c3ccc(NC(=O)c4ccco4)cc3)nn12	1.1%	-42%	-2%	3.4%	i	2.4%	8%	8%	11%	NS5 inhibitors pilot replicate=-7.8
CCO[C@@H]1OC(C(N)=O)=C[C@H](c2ccccc2)[C@H]1CCCO	0.0%	-26%	1%	-1.0%	i	/	-2%	17%	0%
